hcGAS lum = inhibitors of human cGAS; hit rate 0.081% among 290,000; AID 1259398; recombinant h-cGAS, ATP depletion, Kinase-Glo luminescence; inhibition, % at 12.5 µM;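 note: 0% = vehicle reaction and 100% = reaction without DNA for no activity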
Target sequence (Q8N884 whole entry, looked up): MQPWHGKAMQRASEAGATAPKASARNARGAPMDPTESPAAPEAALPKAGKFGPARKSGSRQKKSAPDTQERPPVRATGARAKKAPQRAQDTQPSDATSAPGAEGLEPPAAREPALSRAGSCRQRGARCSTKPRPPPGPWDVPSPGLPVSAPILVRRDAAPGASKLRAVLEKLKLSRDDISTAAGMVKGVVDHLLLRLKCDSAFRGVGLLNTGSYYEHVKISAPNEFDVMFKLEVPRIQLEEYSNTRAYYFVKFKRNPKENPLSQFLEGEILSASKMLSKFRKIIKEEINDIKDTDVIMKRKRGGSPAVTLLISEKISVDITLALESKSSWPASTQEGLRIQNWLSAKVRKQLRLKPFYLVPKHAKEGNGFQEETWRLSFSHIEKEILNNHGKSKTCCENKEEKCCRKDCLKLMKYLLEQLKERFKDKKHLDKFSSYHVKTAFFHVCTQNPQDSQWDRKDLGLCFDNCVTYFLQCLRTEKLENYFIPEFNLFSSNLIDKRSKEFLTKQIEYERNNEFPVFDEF
mcGAS inh = blocks mouse cGAS activity; Q8C6L5; recombinant cGAS, Kinase-Glo ATP depletion luminescence; inhibition, % at 12.5 µM; hit rate 0.15% among 160,000;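 note: 0% = negative control wells and 100% = reference inhibitor with no enzyme activity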
NPYLR7 ag = mosquito NPYLR7 agonism. HEK293T NPYLR7/Galpha15, GCaMP6s calcium fluorescence. activation, % at 10 µM. hit rate 0.15% among 270,000. AID 1259423; in the data active = activation above about 40%;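 note: 0% = vehicle and 100% = reference agonist at the receptor; some compounds past the cut are filed as inactive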
The depositor's hits bear a star; . = no result given; & = joins results of further samples. Cut-off read from the data, not from the text of the source, unless noted: active = inhibition above about 40%; inactive = the rest.

SMILES,hcGAS lum,mcGAS inh,NPYLR7 ag
Cc1cc(C)nc(N(C#N)C(C)C(=O)N(C)C)n1 (stereo not drawn),-1,1,0
Cc1noc(C(C)NS(=O)(=O)c2cccc(F)c2C)n1 (stereo not drawn),0,-4,-2
Cc1cc2nc(C(=O)N3CCNCC3C(=O)NC3CC3)cc(C)n2n1 (stereo not drawn),-3,-15,0
CC(=O)/C=C\[C@@H]1[C@@]2(C)CCCC(C)(C)C2CC[C@@]1(C)O (stereo partly drawn),-5,.,-7
C=CCNC(=S)Nc1cc(S(=O)(=O)N2CCOCC2)ccc1-n1cncn1,-2,-4,9
COc1cccc(CCC2CCCN(c3ncccc3C(N)=O)C2)c1 (stereo not drawn),-12,.,2
CCOC(=O)c1ccc(NC(=O)Cn2cc(OC)c(=O)cc2CSc2ncccn2)cc1,-7,-7,-7
COC(=O)c1ccc(/C=C2/SC(=S)N(C(C(=O)O)C(C)C)C2=O)cc1 (stereo not drawn),-3,-7,-2

SMILES,hcGAS lum,mcGAS inh,NPYLR7 ag
CCOc1ccc(C(=O)Nc2ccccn2)cc1[N+](=O)[O-],1,-1,6
CCCCn1c(CN2CCCC(C(=O)N3CCOCC3)C2)cnc1S(=O)(=O)CC (stereo not drawn),-7,.,1
Cn1nccc1CNC(=O)NCC(O)c1cccc(C(F)(F)F)c1 (stereo not drawn),7,.,15
CC(=O)N1CCN(C(=O)c2ccc(CSc3nc(N4CCCC4)cc(C(C)(C)C)n3)o2)CC1,-13,-5,6
Cn1ncc(N=Cc2ccc([N+](=O)[O-])cc2)c1C(N)=O,-10,-6,-4
CCOC(=O)C1CCCN(C2CCN(Cc3nc(COc4ccccc4)no3)CC2)C1 (stereo not drawn),-10,.,7
Cc1ccc(C(C)NS(=O)(=O)c2ccc3c(c2)CCO3)o1 (stereo not drawn),1,.,1
CN(C)C1CCCN(Cc2cccc(OCC(N)=O)c2)CC1 (stereo not drawn),-8,-11,4

SMILES,hcGAS lum,mcGAS inh,NPYLR7 ag
CN(CC(=O)NCc1ccco1)C(=O)c1ccc(Oc2ccccc2)cc1,2,-1,-15
O=C(CCCn1cnc2ccccc2c1=O)NCCc1cnc[nH]1,-4,-17,11
O=C(CSc1nnc(-c2cnn(-c3ccccc3)c2-n2cccc2)o1)Nc1ccccc1,7,.,-4
O=C(Cc1ccc(Cl)cc1)NC1CCCN(Cc2ccccc2F)C1 (stereo not drawn),-8,-11,19
CCc1nc(N(CCC(=O)N2CCCC2)CCc2ccccc2)c2ccccc2n1,-6,-4,12
CCc1ccccc1NC(=O)N1CCN(c2cc(Oc3ccc(Cl)c(C)c3)ncn2)CC1,-5,-8,-9
Cc1nn(CC(=O)NC(C)c2ccccc2)c(C)c1[N+](=O)[O-] (stereo not drawn),-4,-3,-5
COC(=O)c1ccc(-c2noc(CN(C)CC3Cc4ccccc4O3)n2)cc1 (stereo not drawn),-3,.,1

SMILES,hcGAS lum,mcGAS inh,NPYLR7 ag
COc1ccc(CC(=O)N2CCN(c3nccc(-c4cccc(C(F)(F)F)c4)n3)CC2)cc1,-4,-7,23
CCC(CC)C(=O)N1CCN(c2ccc(NCc3ccccc3)nn2)CC1,-8,-8,0
NS(=O)(=O)c1ccc(N2CCCC2c2ccc3c(c2)OCCO3)nc1 (stereo not drawn),-4,-6,0
COCc1noc(CC2CN(c3nccc(C4CCCC4)n3)CCO2)n1 (stereo not drawn),-3,.,9
CC1(C)Cc2c(c(-c3ccco3)nc3sc4c(NCC5CCCO5)ncnc4c23)CO1 (stereo not drawn),-3,.,4
CSc1ccccc1N1C(=O)CN(C(=O)c2ccccc2)CC1C (stereo not drawn),-7,-9,3
Oc1oc(-c2ccc(Br)cc2)nc1C=Nc1nncs1,-1,0,-11
COCCNC(=O)Cn1nc(C2CC2)c2cnn(-c3ccccc3)c2c1=O,-4,.,1

SMILES,hcGAS lum,mcGAS inh,NPYLR7 ag
O=C(N=Nc1c(O)[nH]c2ccc(Br)cc12)c1cc(O)c(O)c(O)c1,2,-1,2
COc1ccc(CCNC(=O)c2c(C)noc2-c2cccc(C(F)(F)F)c2)cc1OC,-8,-8,-3
CCN(CC(=O)Nc1cc(-c2ccccc2)nn1-c1ccc(Cl)c(Cl)c1)C(=O)Nc1ccc(OC)cc1,-5,-4,0
Cc1nc(-n2nc(-c3ccco3)cc2NC(=O)Cc2ccc(F)cc2)[nH]c(=O)c1C,-10,.,-1
O=C(Nc1ccccc1)N1CCN(C(=O)c2ccc(-n3cnnn3)cc2)CC1,4,.,-5
CCOc1ccc(-n2ccc3c(cnc4nc5ccccc5n43)c2=O)cc1,-3,.,5
Cc1cc(-c2nccn2CCN2CCN(c3ncccn3)CC2)cc(C)c1O,-4,-13,-6
Cc1ccc(SC2CCN(Cc3ccc(CO)o3)CC2)cc1,-8,-10,.

SMILES,hcGAS lum,mcGAS inh,NPYLR7 ag
CC(C)=CC(=O)N1CC[C@@H](N2CCN(c3ccccc3F)CC2)[C@H](O)C1,-10,.,20
Cc1cnc(C(=O)N2CCc3c([nH]c4ccccc34)C2c2cccc(C)n2)cn1 (stereo not drawn),-1,-3,-11
Cc1cccc(CO[C@]2(C(=O)NCCN(C)C)CC(OCc3ccc(C#N)cc3)[C@@H]3OC(C)(C)O[C@@H]3C2)c1 (stereo partly drawn),-1,-2,1
O=C(O)c1cccc(N2C(=O)C3C4C=CC(CC4)C3C2=O)c1 (stereo not drawn),-3,-8,2
CCN1CCC(CCNC(=O)c2nc(N3CCCC3)c3cn(C)nc3n2)CC1,-15,-5,.
COc1cccc(NC(=O)CCc2ccc3c(c2)OCO3)c1,-1,.,1
CCOC(=O)C1=C(C)N=c2s/c(=C\c3cccc(O)c3)c(=O)n2C1c1ccc(OC)c(OC)c1 (stereo not drawn),0,4,2
COc1ccc(CCn2c(-c3cnc4ccccc4c3)nc3ccc(Cl)cc3c2=O)cc1,-6,-6,7

SMILES,hcGAS lum,mcGAS inh,NPYLR7 ag
O=C(Nc1cnn(C23CC4CC(CC(C4)C2)C3)c1)c1cnn2cc(Br)cnc12,-4,.,1
CCCN1CCN(C(=O)C2CN(S(=O)(=O)c3cccnc3)CC23CCCCC3)CC1 (stereo not drawn),-5,-4,.
CCOc1cc(C(=O)Nc2ncnc3sccc23)cc(OCC)c1OCC,4,5,-8
CC1=C(C(=O)N2CC=C(c3ccc(F)cc3)CC2)C(C)NC(=O)N1 (stereo not drawn),-7,-11,28
CN(C)CCCN(C(=O)c1ccc(C(=O)c2ccccc2)cc1)c1nc2cc3c(cc2s1)OCO3,1,-3,1
CC(C)(CO)NCc1ccccc1C(F)(F)F,-6,.,-1
CNC(=O)CCN1CCN(C2CCC(C(C)C)CC2)CC1 (stereo not drawn),-4,.,7
Cc1nc(CCN)cc(N2CCCC2c2nc(-c3ccccc3)no2)n1 (stereo not drawn),-4,-8,-1

SMILES,hcGAS lum,mcGAS inh,NPYLR7 ag
CC(C)C(NS(=O)(=O)c1cccc(C(=O)O)c1)C(=O)O (stereo not drawn),-5,-5,-2
CCCCc1ncc(-c2nccn2CCc2c(C)n[nH]c2C)[nH]1,1,1,1
CCCC(=O)N1CCN(Cc2nc3ccccc3c(=O)[nH]2)CC1,0,-7,8
Fc1ccc(CNc2ccc3c(-c4cccnc4)noc3n2)cc1,-9,-7,2
Cc1cc(C(=O)N2CCN(c3nc4ccc(OC(F)(F)F)cc4s3)CC2)c(C)o1,-3,.,1
COCC(=O)N(Cc1cc(NC(=O)c2cccc(F)c2)ccc1N(C)C)C(C)C,-2,-3,6
COc1cc(C(O)c2cc3c(cc2CO)OCO3)cc(OC)c1OC (stereo not drawn),-11,.,3
Cc1noc(C2CCN(C(=O)NC(C)c3ccc(F)c(Cl)c3)CC2)n1 (stereo not drawn),-2,.,2

SMILES,hcGAS lum,mcGAS inh,NPYLR7 ag
CC(Sc1nnc(-c2ccco2)n1CCC(N)=O)C(=O)Nc1cccc(F)c1 (stereo not drawn),3,.,3
Cn1cnnc1SCc1ccc(C#N)cc1Cl,-9,-5,11
CCOc1ccc(C(=O)Nc2cccc(-c3nc4cc(C)ccc4o3)c2)cc1Cl,-9,-7,-7
O=C(CC1SC(=NC2CCCC2)NC1=O)Nc1ccc2ccccc2c1 (stereo not drawn),-8,-8,1
C[n+]1ccccc1N1CCN(CC(=O)NC2CC2)CC1,0,-3,-2
CC/C(=C/C(=O)N(C)Cc1cccc(OC)c1)c1ccc(C)cc1,-7,-14,2
CCc1cn[nH]c1C1CCN(C(=O)[C@H]2[C@@H]3C=C[C@@]4(CN(C)C(=O)[C@@H]24)O3)CC1,-3,.,3
COc1ccc(NC(=O)NC(Cc2ccccc2)C(=O)Nc2nnc(-c3cccc(C)c3)s2)c(OC)c1 (stereo not drawn),-5,-5,9

SMILES,hcGAS lum,mcGAS inh,NPYLR7 ag
CN1CCN(C=CC(=O)C(F)(F)F)CC1,2,.,-6
COc1ccc(-c2cnc3ncnn3c2N2CCN(CC3CCCN(C)C3)CC2)cc1 (stereo not drawn),-10,-9,.
Cc1onc(-c2ccccc2)c1C(=O)Nc1sc2c(c1C#N)CCCCCC2,-5,.,1
CC1CCN(CC2CCCN(C(=O)NCc3ccccn3)C2)CC1 (stereo not drawn),-14,-10,9
COc1cccc(N2C(=O)CSC2c2ccc(NC(=O)c3ccco3)cc2)c1 (stereo not drawn),3,1,-2
Nc1nc(Cl)cc(NCCN2CCc3ccccc3C2)n1,6,.,-6
CCc1ccc(/C=C/c2c([N+](=O)[O-])c(=O)n(C)c(=O)n2C)cc1,-8,.,11
CC1(CNCc2ccccc2O)C2CC3CC(C2)CC1C3 (stereo not drawn),-1,-6,-9

Molecules above that have a CF3 group, in the order listed:
SMILES,hcGAS lum,mcGAS inh,NPYLR7 ag
Cn1nccc1CNC(=O)NCC(O)c1cccc(C(F)(F)F)c1 (stereo not drawn),7,.,15
COc1ccc(CC(=O)N2CCN(c3nccc(-c4cccc(C(F)(F)F)c4)n3)CC2)cc1,-4,-7,23
COc1ccc(CCNC(=O)c2c(C)noc2-c2cccc(C(F)(F)F)c2)cc1OC,-8,-8,-3
CC(C)(CO)NCc1ccccc1C(F)(F)F,-6,.,-1
Cc1cc(C(=O)N2CCN(c3nc4ccc(OC(F)(F)F)cc4s3)CC2)c(C)o1,-3,.,1
CN1CCN(C=CC(=O)C(F)(F)F)CC1,2,.,-6

Three compounds out of the list, sorted by count of non-hydrogen atoms, falling:
SMILES,hcGAS lum,mcGAS inh,NPYLR7 ag
COc1cccc(N2C(=O)CSC2c2ccc(NC(=O)c3ccco3)cc2)c1 (stereo not drawn),3,1,-2
CC1CCN(CC2CCCN(C(=O)NCc3ccccn3)C2)CC1 (stereo not drawn),-14,-10,9
CC1(CNCc2ccccc2O)C2CC3CC(C2)CC1C3 (stereo not drawn),-1,-6,-9

The listing continues.
SMILES,hcGAS lum,mcGAS inh,NPYLR7 ag
COc1cc(Br)cc2c1Oc1nc(-c3ccccc3)nc(SCC(N)=O)c1C2,-2,0,3
NC(=O)CN(Cc1cccs1)c1ccc2c(c1)OCCO2,-13,.,7
CC(C)c1nnc(/C=C/C(=O)O)o1,0,.,1
O=C(CCCSc1ccc(F)cc1)Nc1ncnc2sccc12,-5,-7,5
CCN(CC1CCOC1)C(=O)CNC(=O)c1c[nH]c2ccccc2c1=O (stereo not drawn),-8,.,6
CCCCCc1nc2ccc(C)cn2c1NC1CCCCC1,-4,-4,18
O=C(N1CCN(c2nc3ccccc3nc2-c2ccccc2)CC1)C(F)(F)C(F)(F)C(F)(F)F,4,0,.
Cc1cccc2sc(N(CCCN3CCOCC3)C(=O)CS(=O)(=O)c3ccc(F)cc3)nc12,-3,-5,1

SMILES,hcGAS lum,mcGAS inh,NPYLR7 ag
CCOc1ccc(-c2nc(N3CCN(c4cccc(OC)c4)CC3)c3ccccc3n2)cc1,-5,-5,5
CCc1n[nH]c2c1CN(Cc1nnc(C3CC(N)C3)n1CC)CC2 (stereo not drawn),-15,-6,.
COc1cccc(F)c1-c1cnccc1C,-4,.,14
C=CCN(CC(=O)N(CCc1ccc(OC)c(OC)c1)Cc1cccs1)C(=O)C(CC)c1ccccc1 (stereo not drawn),-9,-4,6
CCOC(=O)c1c(NC(=O)c2cc(Cl)cnc2Cl)c(-c2ccc3c(c2)OCO3)cn1C,0,-2,11
OCc1cc(-c2cnc3ccccc3c2)ccc1F,0,-15,8
COCCN=c1scc(-c2ccc(OC(F)F)cc2)n1N=C(C)c1ccc2c(c1)OCO2,-2,.,-8
Cc1cc(S(=O)(=O)O)cc(C)c1O,-6,.,0

SMILES,hcGAS lum,mcGAS inh,NPYLR7 ag
COc1cccc(OCc2ccc(Cn3nc(NC(=O)NCCc4ccc(OC)c(OC)c4)c4ccccc43)cc2)c1,1,-2,26
COc1ccccc1N1CCN(C2CCCN(C(=O)C3CCCC3)C2)CC1 (stereo not drawn),-4,.,5
N=C(N)N,2&2,.,-8&-4
CCCOC(=O)Nc1sc2c(c1C(N)=O)CCC2,-3,2,5
CC(C)C1=NOC(C(=O)N(C)Cc2nncn2C(C)C)C1 (stereo not drawn),-6,-9,-1
CCC(NC(C)C)C(O)c1ccc(O)c(O)c1 (stereo not drawn),-5&-2&-1,-6&-4,34&14
CCNc1nc2c(c(=O)[nH]c(=O)n2C)n1CC(=O)c1ccccc1,-7,.,16
CC(C)(C)c1cnc(CN2C(=O)CC(C)(c3ccc(Br)cc3)C2=O)o1 (stereo not drawn),-8,.,2
COc1cccc(-c2cc(C(=O)N3CCN(C(=O)c4ccc(F)cc4)CC3)c(C)n2-c2ccccc2)c1,-13,-4,-1
Cn1c(SCCCn2c(=O)c3c(ncn3C)n(C)c2=O)nnc1-c1ccco1,-4,.,5
COc1ccc(CCC(=O)N2CCNC(=O)C2)cc1Br,-13,.,12

An unsorted share of the library, and some 0.26% of all compounds hit somewhere here.
